Mtb BioA inh: M. tuberculosis BioA enzyme inhibitors, primary screen, biochemical, plate reader, single point, HTS; inhibition, % at 9.99 µM; purified M. tuberculosis BioA enzyme; 0.096% of 360,000 active; 7,8-diaminopelargonic acid synthase BioA (Mycobacterium tuberculosis); in the data active means inhibition above about 40%; inconclusive means no clear call, values can overlap the other calls
Rv3671c inh: Rv3671c serine protease inhibitors, primary screen, biochemical, fluorescence polarization, M. tuberculosis H37Rv; P9WHR9; inhibition, % at 5.96 µM; 0.048% of 320,000 active; AID 2606, 2010; in the data active means inhibition above about 38%;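 further: extracellular domain of Rv3671c used as enzyme; 0% = enzyme with DMSO and 100% = no enzyme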
FadD28 FP inh: inhibitors of FadD28 bisubstrate probe binding, primary screen, biochemical, fluorescence polarization, single point; Mycobacterium tuberculosis FadD28 fatty-acid-AMP ligase; inhibition, % at 12.5 µM; 0.22% of 360,000 active; AID 588549, 2011; in the data active means inhibition above about 8.5%, passing the limit was not always enough; inconclusive means no clear call, values can overlap the other calls
MazF activator: activators of E. coli MazEF toxin-antitoxin RNase, primary screen, biochemical, fluorescence, uHTS; Endoribonuclease toxin MazF (Escherichia coli (strain K12)), P0AE70; activation, % at 20 µM; 0.32% of 350,000 active; FAM/BHQ RNA-DNA oligo cleavage fluorescence, 5 h; in the data active means activation above about 50%
Target sequence (P0AE70 whole entry, looked up): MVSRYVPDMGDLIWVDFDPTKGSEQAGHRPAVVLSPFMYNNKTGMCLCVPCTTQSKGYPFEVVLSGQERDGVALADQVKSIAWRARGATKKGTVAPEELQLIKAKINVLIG
PrPC TRFRET: inhibitors of human cell surface prion protein PrPC, primary screen, cell-based, TR-FRET | Major prion protein (Homo sapiens), P04156 | TR-FRET read-out | inhibition, % at 13.8 µM | 0.43% of 370,000 active | AID 720596, 2013; in the data active means inhibition above about 24%; further: 0% = median of the test wells and 100% = reference compound wells
BoNT F protease: BoNT/F light chain protease inhibitors, primary screen, biochemical, flow cytometry, MLPCN library; Botulinum neurotoxin type F light chain protease (Clostridium botulinum); AID 588497, 2011; 0.22% of 360,000 active; inhibition, % at 10 µM; Multiplex microsphere protease cleavage assay; in the data active means inhibition above about 35%, passing the limit was not always enough; inconclusive means no clear call, values can overlap the other calls; further: plate controls were buffer without enzyme for full effect and enzyme alone for no effect
GDH-TPI inh: GDH-TPI coupling enzyme inhibitors, primary screen, artefact control for M. tuberculosis FBA inhibitor project, biochemical, absorbance, full deck; 1.2% of 360,000 active; inhibition, % at 4.8 µM; GDH-TPI coupled enzyme counterscreen, NADH absorbance; in the data active means inhibition above about 30%;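 further: 0% = DMSO wells and 100% = wells lacking the enzyme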
FBA Mtb inh: Mtb FBA enzyme inhibitors, primary screen, biochemical, fluorescence, strain H37Rv. Fructose-bisphosphate aldolase (Mycobacterium tuberculosis (strain ATCC 25618 / H37Rv)), …. purified M. tuberculosis FBA, fluorescence read-out. inhibition, % at 1 µM. 2.3% of 360,000 active; in the data active means inhibition above about 27%;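 further: 0% = vehicle and 100% = reference inhibitor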
Target sequence (P9WQA3 whole entry, looked up): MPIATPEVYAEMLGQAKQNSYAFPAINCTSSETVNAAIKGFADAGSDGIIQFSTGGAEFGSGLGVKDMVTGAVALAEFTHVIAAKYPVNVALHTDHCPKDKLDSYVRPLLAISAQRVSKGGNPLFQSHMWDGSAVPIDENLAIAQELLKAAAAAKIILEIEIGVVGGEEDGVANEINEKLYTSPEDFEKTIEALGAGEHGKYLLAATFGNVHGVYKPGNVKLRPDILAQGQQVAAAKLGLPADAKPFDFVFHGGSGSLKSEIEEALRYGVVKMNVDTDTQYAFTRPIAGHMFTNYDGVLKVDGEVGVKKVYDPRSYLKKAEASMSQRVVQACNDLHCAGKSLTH
Mtb UGM inh: M. tuberculosis UGM enzyme inhibitors, primary screen, biochemical, fluorescence polarization, single point | purified UGM, fluorescence polarization probe displacement | UDP-galactopyranose mutase (Mycobacterium tuberculosis (strain ATCC 25618 / H37Rv)), … | inhibition, % at 10 µM | 0.06% of 320,000 active | AID 504406, 2011; in the data active means inhibition above about 10%, passing the limit was not always enough; inconclusive means no clear call, values can overlap the other calls
* = called active by the depositor; u = inconclusive; x = not tested or not shown.

Short forms – A = Mtb BioA inh; B = Rv3671c inh; C = FadD28 FP inh; D = MazF activator; E = PrPC TRFRET; F = BoNT F protease; G = GDH-TPI inh; H = FBA Mtb inh; I = Mtb UGM inh
Cc1cccc(OCC(=O)O/N=C(\N)Cc2ccc([N+](=O)[O-])cc2)c1
  A: 8.3; B: 5; C: -0.7; D: -5; E: -2; F: 0; G: 14; H: -1; I: 1.7
CCOC(=O)N1CC=C2C(C#N)=C(N)C(C#N)(C#N)[C@H](c3ccc(OCC)c(OCC)c3)[C@H]2C1
  A: 10; B: 3; C: -2.4; D: -5; E: -6; F: -3; G: -3; H: 1; I: 0.9
Cc1cccc(NC(=O)N2CCN(Cc3ccc4c(c3)OCO4)CC2)c1C
  A: x; B: 4; C: -4.3; D: -7; E: -3; F: -3; G: 8; H: -2; I: -0.1
S=c1nc[nH]c2c1ncn2C1CCCC1
  A: -3.1; B: x; C: -1.6; D: 0; E: -1; F: 8; G: 17; H: -1; I: -0.1
Cc1cc(C(=O)Nc2cccnc2)cs1
  A: 11; B: 0; C: -1.5; D: 4; E: 10; F: 1; G: -1; H: -4; I: -0.2
Cn1c(SCC(=O)Nc2ccc3c(c2)OCO3)nnc1-c1cnccn1
  A: 1.5; B: 4; C: -3.0; D: 6; E: 9; F: 1; G: -8; H: -4; I: -1.4
Cc1cc(N(CCO)CCO)nc(-n2nc(C)cc2C)n1
  A: 0.0; B: 6; C: -3.4; D: 8; E: -8; F: -12; G: 9; H: 6; I: 1.7
O=C(O)Cc1cn(Cc2cccc(Cl)c2)c2ccccc12
  A: x; B: -7; C: -1.8; D: -9; E: -6; F: -2; G: 8; H: 3; I: -0.4
COc1ccc2c(Cl)c(C(=O)NCCCn3ccnc3)sc2c1Cl
  A: x; B: -3; C: -2.8; D: -8; E: -22; F: -10; G: -4; H: 0; I: 0.3
CC(C)(C)OC(=O)[C@H](Cc1ccccc1)NC(=O)c1nc[nH]c1C(=O)N1CCc2ccccc2C1
  A: 1.5; B: -7; C: -0.2; D: -2; E: 3; F: -4; G: -11; H: 0; I: 0.4
CCOCC(=O)Nc1c(C(=O)OCC)oc2ccccc12
  A: -2.5; B: 8; C: -2.9; D: -2; E: 3; F: 1; G: -5; H: 3; I: x
CCOC(=O)C1CCCN(C(=O)c2cc(S(=O)(=O)Nc3ccccc3OC)ccc2C)C1 (stereo not given)
  A: -0.2; B: 7; C: -0.2; D: -9; E: 1; F: -3; G: 9; H: 2; I: -4.1
O=c1[nH]c2cc3c(cc2cc1CN(CCCO)Cc1nnnn1Cc1ccc(F)cc1)OCO3
  A: -0.9; B: 0; C: -1.7; D: 10; E: 3; F: -1; G: 24; H: 36*; I: -1.1
COC(=O)CCCC1=CC2=CC(=O)C(C)(OC(=O)c3cccs3)C(=O)C2=CN1C1CCCC1 (stereo not given)
  A: 0.7; B: -9; C: -2.3; D: 5; E: -8; F: -19; G: 7; H: -5; I: 0.6
NC(=O)c1ccccc1OCc1nc2ccccc2s1
  A: 0.5; B: -1; C: -1.1; D: 3; E: 6; F: 4; G: -5; H: 1; I: -1.6
COc1ccc2c(C)c(CC(=O)N3C[C@H]4C[C@@H](C3)c3cccc(=O)n3C4)c(=O)oc2c1C
  A: 0.1; B: 6; C: -1.2; D: 6; E: 1; F: -10; G: 14; H: 134*; I: -3.1
CC(=O)Oc1ccc(C(=O)[C@H]2[C@H]3C(=O)N(c4ccccc4)C(=O)[C@H]3[C@@H]3C=CC=NN32)cc1
  A: 2.7; B: -7; C: -4.0; D: -34; E: -8; F: -9; G: 7; H: -2; I: 0.5
O=S(=O)(Nc1cccc(-c2ccc3nncn3n2)c1)c1cccc(F)c1
  A: x; B: -4; C: -0.4; D: 8; E: -2; F: 3; G: 4; H: -1; I: -1.5
CCc1ccccc1NC(=O)CN1C(=O)C2CCCN2c2ncc(Cl)cc21 (stereo not given)
  A: -3.6; B: -23; C: -2.4; D: -8; E: -2; F: x; G: 14; H: 0; I: -1.7
O=C(NNC1=Nc2ccccc2SC1)c1ccc(Cl)cc1
  A: -0.2; B: 5; C: -2.1; D: -5; E: 11; F: u; G: 38*; H: -1; I: -0.8
CC(=O)c1ccc(NC(=O)Nc2cccnc2)cc1
  A: 16; B: x; C: x; D: 4; E: 5; F: 2; G: 1; H: -1; I: -1.5
CCOC(=O)N1CCN(CC(=O)c2ccc3c(c2)CCN3)CC1
  A: x; B: -10; C: 0.1; D: 1; E: x; F: -7; G: 12; H: -1; I: 2.8
COC(=O)/C=C1\N/C(=N\c2nc(C)cc(C)n2)N(c2ccc(Cl)cc2)C1=O
  A: -0.7; B: -7; C: 2.0; D: 12; E: 4; F: x; G: 18; H: 3; I: -1.9
CCc1nc2c(OCc3cc(Cl)cc(Cl)c3)cccn2c1N(C)C(=O)c1cccc(OC)c1
  A: -1.6; B: x; C: -2.5; D: x; E: 0; F: -1; G: 5; H: -1; I: x
Cc1cc(=O)oc2c(C)c(OCC(=O)N3CCN(Cc4ccccc4)CC3)ccc12
  A: 3.1; B: -2; C: -2.2; D: -5; E: -3; F: -3; G: 15; H: 27*; I: -1.0
COc1ccc(-c2nnc(SCC(=O)Nc3ncc(C)s3)n2-c2ccccc2)cc1OC
  A: x; B: -11; C: -2.0; D: 9; E: 0; F: -36; G: -6; H: -3; I: 0.1
Cc1ccc(NC(=O)c2ncn(CC(=O)NCC(C)c3ccccc3)n2)cc1C (stereo not given)
  A: 2.7; B: x; C: 0.9; D: 4; E: 7; F: -3; G: 1; H: 0; I: x
O=C(Nc1ccccc1-c1nc2ccccc2s1)c1ccc(Br)o1
  A: -1.7; B: 3; C: -0.9; D: -1; E: 6; F: 0; G: 8; H: 2; I: 3.2

Sorted by number of heavy atoms (high to low): some entries from above.
Short forms – A = Mtb BioA inh; B = Rv3671c inh; C = FadD28 FP inh; D = MazF activator; E = PrPC TRFRET; F = BoNT F protease; G = GDH-TPI inh; H = FBA Mtb inh; I = Mtb UGM inh
COC(=O)CCCC1=CC2=CC(=O)C(C)(OC(=O)c3cccs3)C(=O)C2=CN1C1CCCC1 (stereo not given)
  A: 0.7; B: -9; C: -2.3; D: 5; E: -8; F: -19; G: 7; H: -5; I: 0.6
COc1ccc2c(C)c(CC(=O)N3C[C@H]4C[C@@H](C3)c3cccc(=O)n3C4)c(=O)oc2c1C
  A: 0.1; B: 6; C: -1.2; D: 6; E: 1; F: -10; G: 14; H: 134*; I: -3.1
Cc1cc(=O)oc2c(C)c(OCC(=O)N3CCN(Cc4ccccc4)CC3)ccc12
  A: 3.1; B: -2; C: -2.2; D: -5; E: -3; F: -3; G: 15; H: 27*; I: -1.0
Cc1ccc(NC(=O)c2ncn(CC(=O)NCC(C)c3ccccc3)n2)cc1C (stereo not given)
  A: 2.7; B: x; C: 0.9; D: 4; E: 7; F: -3; G: 1; H: 0; I: x
COC(=O)/C=C1\N/C(=N\c2nc(C)cc(C)n2)N(c2ccc(Cl)cc2)C1=O
  A: -0.7; B: -7; C: 2.0; D: 12; E: 4; F: x; G: 18; H: 3; I: -1.9
O=S(=O)(Nc1cccc(-c2ccc3nncn3n2)c1)c1cccc(F)c1
  A: x; B: -4; C: -0.4; D: 8; E: -2; F: 3; G: 4; H: -1; I: -1.5
CCOC(=O)N1CCN(CC(=O)c2ccc3c(c2)CCN3)CC1
  A: x; B: -10; C: 0.1; D: 1; E: x; F: -7; G: 12; H: -1; I: 2.8
O=C(NNC1=Nc2ccccc2SC1)c1ccc(Cl)cc1
  A: -0.2; B: 5; C: -2.1; D: -5; E: 11; F: u; G: 38*; H: -1; I: -0.8
Cc1cc(C(=O)Nc2cccnc2)cs1
  A: 11; B: 0; C: -1.5; D: 4; E: 10; F: 1; G: -1; H: -4; I: -0.2
